Screens deposited in PubChem by several laboratories.
PKA-R2B activ: PKA-R2B complex activation. P22694+P31323. PKA-R2B holoenzyme dissociation, Cy5-IP20 fluorescence polarization; R2B truncated from residue 108, S112A mutant; 0% DMSO only, 100% 113 µM cGMP. activation, % at 11.4 µM. hit rate 0.079% among 340,000. AID 504700;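 active = activation above a cutoff set at the mean over all compounds plus 3 SD, cut at about 18% in these data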;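 also: higher means more holoenzyme dissociation and a rise in polarization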
Tat export inh: E. coli Tat transport inhibition; hit rate 0.036% among 340,000; inhibition, % at 10 µM; AID 488895; E. coli MC4100 TorA-mCherry Tat export, fluorescence;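 active = mean replicate inhibition at least 50% and at least half of replicates individually reaching 50%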;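 also: exported cargo escapes ClpAP degradation while cytoplasmic cargo is degraded and loses fluorescence; 0% = median of neutral control wells and 100% = median of NaSCN control wells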
phage Ecoli inh: E. coli growth loss with phage present. growth absorbance. inhibition, % at 11.9 µM. hit rate 0.26% among 360,000; in the data active = inhibition above about 11%
HTR5A inv ag: HTR5A inverse agonism, opioid heterodimer counter-screen. P47898. HTR5A cell line, luminescence. inhibition, % at 9.3 µM. hit rate 0.083% among 340,000. AID 504634; in the data active = inhibition mostly above about 23%, no sharp cut-off; inactive = mostly below about 18%;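 also: 0% = cells with DMSO and 100% = no-cell wells with DMSO; some compounds called inactive have numbers as strong as hits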
Target sequence (P47898 whole entry, looked up): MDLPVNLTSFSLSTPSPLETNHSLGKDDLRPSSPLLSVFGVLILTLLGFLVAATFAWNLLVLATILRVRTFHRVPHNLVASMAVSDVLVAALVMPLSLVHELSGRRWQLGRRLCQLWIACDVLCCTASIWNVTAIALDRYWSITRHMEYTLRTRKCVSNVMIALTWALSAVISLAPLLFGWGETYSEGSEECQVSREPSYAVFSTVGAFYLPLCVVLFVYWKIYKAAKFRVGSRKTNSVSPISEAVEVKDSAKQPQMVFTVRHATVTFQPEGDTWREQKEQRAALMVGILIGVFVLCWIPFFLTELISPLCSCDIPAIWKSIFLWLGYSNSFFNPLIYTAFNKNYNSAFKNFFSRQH
PKA-R1A act: activators of PKA-R1A complex; P00514+P68181; PKA-R1A dissociation, Cy5-IP20 fluorescence polarization; scaled: DMSO 0%, 113 µM cGMP 100%; activation, % at 11.4 µM; hit rate 0.083% among 340,000; AID 504707;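 active = percent activation above the mean of all tested compounds plus 3 SD, cut at about 19% in these data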;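 also: higher means more PKAc released from R1A so a rise in polarization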
AddAB inh: less growth of phage-infected E. coli with AddAB | E. coli expressing H. pylori AddAB, absorbance growth | inhibition, % at 11.9 µM | hit rate 0.29% among 330,000 | AID 435030; in the data active = inhibition above about 12%;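 also: 0% = vehicle wells of infected cells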
HTR5A ag: HTR5A agonism, opioid heterodimer counter-screen | HTR5A agonist assay, luminescence, cell-based | activation, % at 9.3 µM | hit rate 0.61% among 340,000 | AID 504692; in the data active = activation mostly above about 9.5%, no sharp cut-off; inactive = mostly below about 7.6%;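 also: 0% = cells with vehicle only and 100% = reference agonist; strong numbers were not always called active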
DAGLB inhibitor: blocks human DAGLB lipase activity. HEK293T DAGLB membrane lysate, EnzChek fluorogenic substrate. hit rate 0.059% among 340,000. AID 504411. inhibition, % at 5.17 µM; in the data active = inhibition above about 34%;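 also: 0% = enzyme with vehicle and 100% = wells lacking enzyme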
Target sequence (Q8NCG7 whole entry, looked up): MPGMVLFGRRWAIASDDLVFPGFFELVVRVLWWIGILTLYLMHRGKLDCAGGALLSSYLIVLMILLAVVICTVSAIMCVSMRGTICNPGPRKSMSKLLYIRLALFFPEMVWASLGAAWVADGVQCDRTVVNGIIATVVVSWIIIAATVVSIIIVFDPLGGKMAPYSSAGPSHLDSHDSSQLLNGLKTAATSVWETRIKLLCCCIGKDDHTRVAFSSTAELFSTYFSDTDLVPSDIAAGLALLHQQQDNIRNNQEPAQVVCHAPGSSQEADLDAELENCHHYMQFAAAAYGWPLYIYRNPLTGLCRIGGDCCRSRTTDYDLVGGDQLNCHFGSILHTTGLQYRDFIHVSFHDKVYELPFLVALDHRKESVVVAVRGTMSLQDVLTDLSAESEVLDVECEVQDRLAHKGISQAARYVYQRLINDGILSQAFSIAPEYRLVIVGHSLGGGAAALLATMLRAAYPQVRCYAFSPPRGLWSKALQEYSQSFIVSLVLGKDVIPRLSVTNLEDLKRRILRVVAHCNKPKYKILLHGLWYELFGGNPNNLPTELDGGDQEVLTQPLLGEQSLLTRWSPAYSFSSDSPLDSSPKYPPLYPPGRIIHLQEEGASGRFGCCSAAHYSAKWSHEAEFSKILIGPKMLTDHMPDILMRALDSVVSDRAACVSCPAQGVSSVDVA
Ecoli viability: bacterial growth inhibition, counter-screen for AddAB inhibitors. E. coli V3065 growth, OD600 absorbance, 18 h. inhibition, % at 11.9 µM. hit rate 0.27% among 330,000. AID 449728;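 active = inhibition above the campaign's mean inhibition across all tested compounds plus 3 SD, cut at about 9.9% in these data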;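 also: uninfected addAB+ strain grown without phage in ampicillin broth; 0% = DMSO wells and 100% = ciprofloxacin 0.95 µg/ml wells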
SUMO Mot1 rescue: blocks SUMOylation pathway, rescuing yeast Mot1-301 growth | S. cerevisiae Mot1-301 growth rescue, ATP luminescence, 38.5C; percent above DMSO median, 100 means doubled | growth rescue, % at 18.8 µM | hit rate 1% among 320,000 | AID 2716;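 active = every valid replicate shows activation above 250% relative to neutral control wells; inactive = the rest, any valid replicate at or below 250%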;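 also: OY570 slx delta 5 strain wells were the positive control but not used for scaling; some compounds called inactive have numbers as strong as hits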
CDK5 p35 inh: CDK5/p35 (human) kinase inhibition | Recombinant CDK5/p35, ADP-Glo luminescence, 60 min | Q00535+Q15078 | hit rate 0.01% among 330,000 | AID 488839 | inhibition, % at 10 µM;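 active = highest replicate inhibition of at least 50% and at least 75% of replicates reaching 50%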;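 also: plate controls were DMSO neutral control for no effect and GW8510 at 10 µM for full effect; many of its hits are not listed in these tables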
Starred values were filed as active, the others as inactive; / = not tested or not shown.

SMILES	PKA-R2B activ	Tat export inh	phage Ecoli inh	HTR5A inv ag	PKA-R1A act	AddAB inh	HTR5A ag	DAGLB inhibitor	Ecoli viability	SUMO Mot1 rescue	CDK5 p35 inh
O=C(O)c1c2c(nc3ccc(S(=O)(=O)N4CCC(C(=O)NCc5ccc(Cl)cc5)CC4)cc13)CCCC2	7	4	1.3	5	-2	-0.8	-1	4	-1.6	5	-1.6
COc1ccc(OC)c(NC(=O)c2cnn(-c3ccccc3)c2C)c1	-4	-5	-2.4	-12	-6	4.5	3	-1	0.9	3	-0.1
Cc1ccc(-c2cc(C(=O)N3CCN(c4ncccn4)CC3)c3ccccc3n2)cc1	-12	5	2.4	-4	0	0.0	8	2	-0.6	-25	-3.4
N#Cc1ccccc1NC(=O)COC(=O)c1ccc2c(c1)OCCO2	5	-3	-1.3	-14	0	0.0	5	-8	-0.7	-4	1.1
COc1cccc(NC(=O)C(NCC2CCCCC2)c2ccccc2)c1 (stereo unspecified)	-7	7	-3.4	-34	-1	2.7	1	-1	-0.3	-12	1.7
O=C(NCc1ccccc1)c1cnc(Cl)c(Cl)c1	8	0	1.6	1	-5	4.4	0	-1	-0.3	-13	-0.9
CCn1c(CSc2nccn2C)nc2cc(C(=O)O)ccc21	-13	-10	/	-12	-7	-2.5	-9	-1	1.7	37	-2.2
COc1ccc(-c2nnc(-c3ccc(C)cc3)o2)cc1	3	-3	4.5	-18	-7	-0.2	5	-23	-1.4	33	-1.9
CCOC(=O)CC1=C(C(=O)OCC)C(c2ccc(OC)cc2OC)C(C#N)=C(N)O1 (stereo unspecified)	-2	-11	0.1	18	-4	4.0	-7	-1	-1.5	9	-0.2
O=C(N/N=C/c1ccncc1)c1cnccn1	3	-6	-1.9	6	-5	-0.2	2	3	0.4	96	-0.5
CCOc1ccc(/C=N/O)cc1	-4	1	1.6	-10	-13	-3.8	-4	0	-2.1	2	0.7
CC1(C)CC(=O)C2=C(C1)OC(N)=C(C#N)C21CCN(Cc2ccccc2)CC1	3	-2	-1.1	-18	3	-0.8	5	0	2.3	263	-1.2
Cc1nnc(SCC(=O)O)s1	-9	0	1.7	12	2	-0.3	4	-2	0.6	113	0.2
CC1CCCN(CC(=O)N2c3ccccc3Sc3ccccc32)C1 (stereo unspecified)	9	-4	2.8	-5	-5	2.3	1	-5	3.7	-9	2.7
O=C(CCS(=O)(=O)c1ccc(Cl)cc1)N1CCN(S(=O)(=O)c2cccs2)CC1	3	3	3.2	3	-10	2.1	4	1	-0.5	-2	-0.3
CCC(C)Sc1ccc([C@@H]2[C@H]3C(=O)N(CC)C(=O)[C@H]3[C@]3(C(=O)OC)CCCCN23)cc1 (stereo partly specified)	-14	8	0.5	14	-3	3.4	2	-22	-1.2	-19	-1.6
COc1ccc(Nc2nc(-c3c[nH]c4ccccc34)cs2)cc1	2	-1	1.4	-2	1	2.4	-1	4	-0.9	156	-1.1
Cc1ccc(N2CC(C(=O)NCCN3CCOCC3)CC2=O)cc1 (stereo unspecified)	-1	-2	2.5	-17	-11	1.8	6	0	-1.2	7	-1.7
C/C(=N\NC(N)=O)C1CC(CC(C)C)C(=O)O1 (stereo unspecified)	-5	-9	4.2	-1	-4	2.5	-4	-3	-1.2	-2	2.2
CCN1CCN(C(c2cccs2)C(C)NC(=O)C(=O)N2CCCCC2)CC1 (stereo unspecified)	-9	-3	-4.6	-3	2	3.2	-2	-1	-2.7	34	1.4
CCN1CCN(CCCNC(=O)c2cc3c(=O)oc4ccc(C)cc4c3s2)CC1	3	-8	1.1	-3	-2	2.1	1	0	-2.6	-5	-6.5
O=C(Cn1cc(C(F)(F)F)cc(Cl)c1=O)NCc1ccc(F)cc1	-1	-5	3.4	-23	-6	2.2	-1	0	0.8	-26	-1.0
O=C(NN=C1CCCCCCC1)c1ccc(F)cc1	-2	-2	1.1	-3	6	-0.5	1	-3	-0.6	33	-0.7
COCc1cc(C)nc(SCC(=O)Nc2ccccc2C)c1C#N	-6	4	0.3	-5	-2	0.9	2	-1	1.5	3	-0.1
COc1ccc(C(=O)CC(=O)C(=O)Nc2cccc(F)c2)cc1	-4	5	3.5	-4	-11	-1.2	1	2	-4.3	15	0.2
Cc1ccc(-c2cccc(C3CC=CC4C3C(=O)N(Cc3ccccc3)C4c3cc(C)ccc3F)c2)cc1 (stereo unspecified)	-12	6	3.8	-18	6	1.6	2	-13	0.0	16	1.3
CC(=O)N1CCN(Cc2nc3cc(NC(=O)c4ccccc4)ccc3n2C)CC1	-12	-4	2.2	12	5	2.0	2	1	1.5	5	-0.4
Nc1cc(N)nc(SCCOc2ccccc2)n1	3	0	1.0	-24	-6	0.8	3	0	-2.1	-6	9.3
C#CCN(C[C@@H](CC(C)C)NC(=O)OC(C)(C)C)S(=O)(=O)c1ccc(Br)cc1F	4	1	3.8	2	5	/	-1	-6	/	/	-1.7
CCC(OC(=O)c1cc2sccc2n1C)C(=O)NCC1CCCO1 (stereo unspecified)	-12	-1	0.8	-15	-10	4.0	3	0	3.1	0	-0.3

Compound profiles, from the list above. Values in the order: PKA-R2B activ | Tat export inh | phage Ecoli inh | HTR5A inv ag | PKA-R1A act | AddAB inh | HTR5A ag | DAGLB inhibitor | Ecoli viability | SUMO Mot1 rescue | CDK5 p35 inh
Cc1ccc(-c2cc(C(=O)N3CCN(c4ncccn4)CC3)c3ccccc3n2)cc1 in the list: -12 | 5 | 2.4 | -4 | 0 | 0.0 | 8 | 2 | -0.6 | -25 | -3.4
C#CCN(C[C@@H](CC(C)C)NC(=O)OC(C)(C)C)S(=O)(=O)c1ccc(Br)cc1F in the list: 4 | 1 | 3.8 | 2 | 5 | / | -1 | -6 | / | / | -1.7
COc1ccc(Nc2nc(-c3c[nH]c4ccccc34)cs2)cc1 in the list: 2 | -1 | 1.4 | -2 | 1 | 2.4 | -1 | 4 | -0.9 | 156 | -1.1
CCN1CCN(C(c2cccs2)C(C)NC(=O)C(=O)N2CCCCC2)CC1 (stereo unspecified) in the list: -9 | -3 | -4.6 | -3 | 2 | 3.2 | -2 | -1 | -2.7 | 34 | 1.4
COc1cccc(NC(=O)C(NCC2CCCCC2)c2ccccc2)c1 (stereo unspecified) in the list: -7 | 7 | -3.4 | -34 | -1 | 2.7 | 1 | -1 | -0.3 | -12 | 1.7

Back to the main list, repeating the 3 entries before the break.
SMILES	PKA-R2B activ	Tat export inh	phage Ecoli inh	HTR5A inv ag	PKA-R1A act	AddAB inh	HTR5A ag	DAGLB inhibitor	Ecoli viability	SUMO Mot1 rescue	CDK5 p35 inh
Nc1cc(N)nc(SCCOc2ccccc2)n1	3	0	1.0	-24	-6	0.8	3	0	-2.1	-6	9.3
C#CCN(C[C@@H](CC(C)C)NC(=O)OC(C)(C)C)S(=O)(=O)c1ccc(Br)cc1F	4	1	3.8	2	5	/	-1	-6	/	/	-1.7
CCC(OC(=O)c1cc2sccc2n1C)C(=O)NCC1CCCO1 (stereo unspecified)	-12	-1	0.8	-15	-10	4.0	3	0	3.1	0	-0.3
Cc1ccc(OCc2nnc(SCC(=O)O)n2N)cc1	-8	5	2.6	-3	-3	-0.6	1	4	-0.1	96	-18
O=C(c1ccccc1)c1ccc(C(=O)N2CCOCC2)cc1	6	0	1.6	2	-2	-3.0	-3	0	-0.2	-23	-0.5
O=C(NCC(=O)N(c1ccc(F)cc1)C(C(=O)NC1CCCC1)c1cccnc1)c1cccs1 (stereo unspecified)	-9	-1	0.8	7	-1	3.5	-1	-1	-2.5	175	-1.7
C(=C\c1ccccc1)/C=N/Nc1nc(N2CCCCC2)nc(N2CCCCC2)n1	1	3	3.8	-2	7	4.7	4	-2	-0.8	2	1.6
O=C(CCC(=O)NNC(=O)COc1ccccc1)NCc1ccccc1	2	5	/	-12	9	1.6	2	-4	0.3	-4	0.3
CN(C(=O)COc1ccccc1)c1nnc(C23CC4CC(CC(C4)C2)C3)s1	11	18	2.1	-16	-1	-1.1	5	-2	-0.5	1	-0.5
CCCC(=O)c1ccc(N2CCN(S(=O)(=O)c3ccccc3)CC2)c(F)c1	-2	5	2.5	13	-6	1.8	-1	-1	-0.4	-12	-0.2
Cc1ccc(-c2cn(S(=O)(=O)c3cccc([N+](=O)[O-])c3)nc2N)cc1	-8	2	3.4	11	-5	3.8	-2	-2	0.4	-13	1.1
CN(CC(=O)Nc1ccc(N2CCOCC2)cc1)C(=O)Cc1ccccc1	5	6	0.1	14	7	1.9	2	-6	1.1	5	-1.9
O=C(CN(Cc1ccccc1F)C(=O)c1csnn1)NC1CCCCC1	1	12	2.6	9	-3	2.7	-4	0	-1.4	-9	-0.4
COc1ccccc1NC(=O)c1oc2ccccc2c1NC(=O)C1CC1	-2	-2	2.6	-16	6	-0.3	7	-9	-0.7	22	-3.5
CCOc1ccccc1NC(=O)c1ccc2c(c1)C(=O)N(C(C)(C)C)C2=O	-3	-12	1.5	-25	-9	-0.1	9	-4	-2.0	11	0.1
CCN1CCN(c2ccc(S(=O)(=O)N3CCCCC3)cc2NC(=O)COc2ccc(Cl)c(C)c2)CC1	-10	-1	0.5	23	-7	1.5	-1	-3	-2.2	-22	-2.1
CC(C)[C@H](NC(N)=O)C(=O)Nc1ccc(OCc2ccccc2)cc1	8	-2	0.6	-6	4	1.3	2	1	-2.0	-5	-0.4
Cc1ccc(N(CC(=O)Nc2ccc3c(c2)OCCO3)S(=O)(=O)c2c(C)noc2C)cc1	-10	3	1.4	-7	-13	2.6	1	2	1.4	-13	-1.2
CC(NC(=O)c1ccc(NC(=O)CC2SC(N3CCCC3)=NC2=O)cc1)c1ccccc1 (stereo unspecified)	-6	8	-2.2	11	8	0.6	-1	3	-0.9	-9	1.0
CCOC(=O)c1nnn(-c2nonc2N)c1-c1cccc2ccccc12	-11	5	2.1	20	-5	4.1	3	-2	-1.5	1	2.0
CN1CCN(c2ccc(S(=O)(=O)N3CCCCC3)cc2NC(=O)Cc2ccccc2F)CC1	-4	-2	1.9	5	-13	5.3	-1	2	-1.4	-5	1.8
CCOC(=O)N1CCC(N2CCN(c3ccccc3)CC2)CC1	10	3	2.9	4	4	4.7	-1	0	2.8	-15	-1.2
COc1cccc(NC(=O)CSc2nc3c([nH]c4ccccc43)c(=O)n2C)c1	-4	-4	1.7	1	-9	2.6	-1	2	0.1	96	0.4
O=C(Nc1ccc(F)cc1F)C1CC(=O)N(Cc2ccccc2)C1 (stereo unspecified)	-9	-4	4.2	-2	-1	-0.3	1	-2	-0.7	-3	0.0

Compounds were not picked by outcome. About 2.3% of those tested had a hit in this group.
